# Screening results as filed in PubChem.
# miR122 inh: inhibitors of miR-122 in Huh7 cells; activation (reporter increase), % at 12.5 µM; Huh7 miR-122 Renilla luciferase sensor, 48 h; neutral wells = 0, positive control = 100; 340,000 compounds, 0.3% hits;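 active = mean replicate activation score at least 90 and every replicate individually at or above 90; inconclusive = only one of the two criteria met; inactive = neither criterion met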;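 note: higher luciferase means less miR-122 activity so hits act as miR-122 inhibitors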
# Starred values were filed as active, the others as inactive; ? = inconclusive. These rows are one share of the data; count on the stated rates, not on these rows.
SMILES,miR122 inh
Cc1ccc(C)c(C(=O)CCC(=O)Nc2cccnc2)c1,11.0
O=c1c2c3c(sc2nc2n1CCCC2)CCCC3,-0.8
O=C(CSc1nnc(Cc2cccs2)n1-c1ccccc1)Nc1ccc2c(c1)OCCO2,-0.9
Cc1nc(NC(=O)COC(=O)C(NC(=O)c2ccco2)C(C)C)c(Cl)cc1Cl (configuration not stated),-3.1
CC(=O)c1cc2c(cc1NC(=O)CCNC(=O)c1ccccc1Cl)OCO2,-5.7
CCCCCOc1ccc(NC(=O)C(=O)NCCC2=CCCCC2)cc1,-4.7
C=CCOc1cccc(C2C(C(=O)c3ccc(C)o3)=C(O)C(=O)N2Cc2ccncc2)c1 (configuration not stated),-6.5
COc1ccc(S(=O)(=O)N(Cc2ccc(OC)c(OC)c2)Cc2ccco2)cc1,-1.5
CCN(CC)S(=O)(=O)c1cccc(C(=O)NC(C(=O)Nc2nnc(C3CC3)s2)C(C)C)c1 (configuration not stated),-5.8
CCn1c(Cc2ccccc2)nnc1SCC(=O)Nc1nnc(-c2ccccc2)s1,7.1
CCc1ccc(NC(=O)C(=O)N/N=C(\C)CC(=O)Nc2ccccn2)cc1,-4.6
CCOC(=O)CCn1cc(F)c(=O)n(Cc2ccccc2)c1=O,0.9
Cn1c2ccccc2c2ncn(CCCN3CCOCC3)c(=O)c21,-1.2
N#CC12C(N)=NC3(OCCO3)C1(C#N)C1=C(CCC1)NC2c1ccccc1 (configuration not stated),-5.3
Cc1cccc(OCC(=O)OCC(=O)c2c(N)n(C)c(=O)n(C)c2=O)c1,-12.1

# 2 entries from above in a different format:
Structure	miR122 inh
CCCCCOc1ccc(NC(=O)C(=O)NCCC2=CCCCC2)cc1	-4.7
C=CCOc1cccc(C2C(C(=O)c3ccc(C)o3)=C(O)C(=O)N2Cc2ccncc2)c1 (configuration not stated)	-6.5

# Next entries:
SMILES,miR122 inh
Cc1cc(C)n(-c2cccc(Cl)c2)c(=O)c1C#N,-1.9
COc1ccc(CCNC(=O)CSc2nc(N)c(C#N)c(-c3cccs3)c2C#N)cc1OC,0.8
O=C(NC1CC1)c1sccc1-n1cccc1,-2.1
COc1ccc(OC)c2c(N3CC(C)OC(C)C3)cc(C(F)(F)F)nc12 (configuration not stated),6.6
CC(=O)NC(c1ccccc1)c1cccnc1 (configuration not stated),-20.2
O=C(O)CCCC(=O)NS(=O)(=O)c1ccc(Cl)cc1,0.4
O=C1CC(c2ccc(Cl)c([N+](=O)[O-])c2)c2ccc3ccccc3c2N1 (configuration not stated),0.1
O=C(NCCN1CCOCC1)c1ccc2c(c1)ncn2C1CCCCC1,-5.7
O=S(=O)(NCC1CCCO1)c1cc(Br)c(Br)s1 (configuration not stated),?
Cc1ccc(S(=O)(=O)Nc2ccc3c(c2)nc2n3CCN(Cc3ccccc3)C2)cc1,-11.2
CCOc1ccc(NC(=O)C2CC(=O)N(C(C)C)C2)cc1 (configuration not stated),-4.0
O=C(NNC(=O)c1ccccc1Br)c1ccc(Cl)c(Cl)c1,0.8
Cc1ccc(C(=O)Nc2ccc(Cl)cn2)cc1S(=O)(=O)N1CCOCC1,-2.6
COc1cc(C2c3c(oc4ccccc4c3=O)C(=O)N2Cc2ccco2)ccc1O (configuration not stated),-9.8
Cn1c(N)c(C(=O)COC(=O)c2cccs2)c(=O)n(C)c1=O,7.5
Cc1ccc(/C=C(\NC(=O)c2ccccc2)C(=O)NC(Cc2ccccc2)C(=O)O)cc1 (configuration not stated),-7.4
CCOc1cc(NC(=S)NCC2CCCO2)c(OCC)cc1NC(=O)c1cccc(C)c1 (configuration not stated),-3.2
O=C(Nc1ccccc1)N(Cc1cccs1)C1CCCC1,0.5
CCc1ccc(N=C2N=C(N)c3ccccc32)cc1,2.7
O=C(O)CCNc1cc2ccccc2cc1C(=O)O,-2.9
COc1ccc(NC(=O)CCN2CCCCCC2)c(OC)c1,-3.6
CCOc1cc(N2CCOCC2)c(OCC)cc1NC(=O)Cc1cccc2ccccc12,16.4
CCN(CC)S(=O)(=O)c1cc(C(=O)Nc2cc(C)[nH]n2)ccc1Cl,4.8
CC(C(=O)Nc1ccc2c(c1)OCO2)N(c1ccc(Cl)cc1)S(C)(=O)=O (configuration not stated),0.0
CC1=CCC2C(=O)N(c3ccc(Br)cc3C)C(=O)C2C1 (configuration not stated),-4.5
CCn1c(SCC(=O)Nc2ccc(N(C)C)cc2)nnc1-c1cccc(C)c1,2.9
Cc1ccccc1C(=O)N(C)Cc1ccccc1,-1.3
Cc1c(Cl)c([N+](=O)[O-])nn1Cc1ccc(C(=O)Nc2ccc(Cl)cn2)o1,0.6
COc1ccc(N2CCC(CNS(=O)(=O)c3cccc(C(F)(F)F)c3)C2)cc1 (configuration not stated),6.4
COc1ccc(-c2nnc(SCCOc3cccc(C)c3)n2N)cc1,6.7
CCCCOC(=O)Cn1c(=O)c2c(nc3n2CCCCN3c2ccc(C)cc2)n(C)c1=O,1.2
CC(=O)N1CCN(C(=O)c2cccc(S(=O)(=O)Nc3ccc(C)cc3)c2)CC1,-4.4
Cc1occc1C(=O)NC1CCCCCC1,-2.7
O=C(CSc1nnc(Nc2ccccc2)s1)NCCN1C(=O)CSC1=O,-0.2
Cc1ccc(S(=O)(=O)NCC(c2ccccc2)N2CCN(CCC#N)CC2)cc1 (configuration not stated),-15.5
Cc1ccc(SCC(=O)Nc2ncc(C)s2)cc1,-4.7
S=C1NC(c2ccccc2)=NCN1c1ccc(Cl)cc1,-1.5
O=C(/C=C/c1ccccc1)NNC(=O)c1cccnc1,-0.5
CCOC(=O)c1ccc(Nc2ccc(-c3ccc(OC)c(OC)c3)nn2)cc1,5.3
CC(=O)c1ccc(N2CCN(S(=O)(=O)c3ccc(-c4cnc(C5CC5)o4)cc3)CC2)cc1,-8.9
Cc1ccc(NC2=C/C(=N\S(=O)(=O)c3cccs3)c3ccccc3C2=O)c(C)c1,-6.5
O=C(C(c1ccccc1)c1ccccc1)N1CCN(Cc2ccncc2)CC1,-0.5
COc1ccccc1C(=O)C1Nc2ccccc2-c2nnc(SC)nc2O1 (configuration not stated),8.1
Cc1cc(OCC(=O)O/N=C(\N)c2ccccc2)cc(C)c1Cl,-3.3
COC(=O)c1ccccc1NC(=O)N1CCN(C(=O)c2ccco2)CC1,6.2
COc1cc2c(C(=O)N3CCCc4ccccc43)cn(C)c(=O)c2cc1OC,2.0
COc1ccccc1Nc1nc(N)nc(CSCCO)n1,-12.6
CCOC(=O)C(C(=O)OCC)C(C#N)c1ccccc1 (configuration not stated),-1.3
O=C(CCCN1C(=O)c2ccccc2C1=O)Nc1c2c(nc3c1CCC3)CCC2,5.5
CCN(CC)CCNC(=O)CCn1c(=S)[nH]c2cc3c(cc2c1=O)OCO3,12.8
CCCCN(CCCC)C(=O)c1ccccc1NC(=O)CN1C(=O)c2ccccc2C1=O,-6.9
O=C(C[n+]1cc(-c2ccccc2)n2c1CCC2)Nc1nc(-c2ccccc2)cs1,4.8
Cc1cccc(CN(C)CCc2ccccn2)c1,-1.2
O=C(NCc1ccccc1Cl)c1ccc2nc([C@@H]3O[C@H](CO)[C@H](O)[C@H](O)[C@H]3O)[nH]c2c1,-10.1
O=C(/C=C/c1ccoc1)c1ccccc1O,-4.1
COc1ccc(N2C(=O)c3ccccc3NC23C(=O)N(C)c2ccccc23)cc1 (configuration not stated),0.6
Cc1cccc(-c2onc3ccc(C4(C)OCCO4)cc23)c1,4.9
COc1ccc(-c2oc3ncn4nc(COc5ccccc5)nc4c3c2-c2ccc(OC)cc2)cc1,-1.8
CC(C(=O)N1CCCc2ccccc21)N1CCN(S(=O)(=O)c2ccccc2F)CC1 (configuration not stated),6.4
O=C(O)Cn1c(SCc2cccc3ccccc23)nc2ccccc21,3.6

# Other structures
SMILES,miR122 inh
O=C(Nc1ccccc1C(F)(F)F)c1cc(S(=O)(=O)N2CCC3(CC2)OCCO3)ccc1F,0.0
O=C1c2ccccc2CC1Sc1nnc(-c2ccncc2)o1 (configuration not stated),0.5
O=C(O)c1cccc(N2CCCC2)c1,-3.1
CCCc1cc(Nc2cccc(OCC)c2)n2ncnc2n1,4.4
CS(=O)(=O)N1CCC(C(=O)NCc2ccco2)CC1,2.3
COC(=O)C1=C(C)Nc2nnnn2C1c1ccccc1Cl (configuration not stated),-2.5
CCOc1ccc(C(=O)Nn2cnnc2)cc1,-2.2
O=S(=O)(c1ccc2ccccc2c1)N(CC(O)COCc1ccco1)c1ccccc1 (configuration not stated),5.9
OCn1ncn(-c2ccccc2)c1=S,5.5
CCCS(=O)(=O)N1CCN(C(=O)c2ccccc2F)CC1,5.5
Cn1nc(OCc2ccccc2)ccc1=O,-0.2
CC(=O)Oc1ccc(-c2nc(-c3cccnc3)no2)cc1,-6.4
CCN(CC)CCn1c(=S)[nH]c2cc3c(cc2c1=O)OCO3,-7.2
COc1ccc(C2N3CC4(C)CN2CC(C)(C3)C4)cc1OC (configuration not stated),-5.1
CC(C)(C)c1sc(N)nc1-c1ccccc1,4.2
CCOC(=O)CCNC(=O)CNC(=O)OCc1ccccc1,-1.5
Cc1nnc2sc(-c3cccc4ccccc34)nn12,-6.7
CC1(C)CC(=O)C2=C(C1)Nc1nc(SCCN3CCOCC3)[nH]c(=O)c1C2c1cccs1 (configuration not stated),12.3
O=c1cc(N2CCN(c3ccc(F)cc3)CC2)[nH]c(=O)n1C1CCCCC1,-2.6
CC(=O)c1sc(NC(=O)C(C)C)nc1C,-4.4
COc1ccc(C(=O)Nc2ccc(-c3ccc(NC(=O)c4ccc(OC)cc4)c(OC)c3)cc2OC)cc1,-2.6
O=S(=O)(c1ccc2c(c1)N(Cc1ccc(Cl)cc1)C1CCCN21)N1CCOCC1 (configuration not stated),5.4
CCN(CC)CCC(=O)NC(C)(C)Cc1ccc(O)cc1,-1.8
C=CCn1c(=O)c2ccccc2n2c(SCC(=O)NCc3cccs3)nnc12,0.2
O=C(CSc1nnc2scc(-c3ccccc3)n12)NCc1ccc2c(c1)OCO2,3.9
Cc1cccc(C)c1NC(=O)/C(=C/c1ccco1)c1ccccc1,5.9
Cc1cc2nc(-c3ccc(SCC(=O)N4CCOCC4)nc3)[nH]c2cc1C,-4.4
COC(=O)c1cc2ccsc2n1CC(=O)N(C)c1ccccc1,-2.1
O=C(NCCCO)/C(=C\C=C\c1ccccc1)NC(=O)c1ccccc1Cl,2.2
O=C1c2ccncc2C(=O)N1CO,-3.9

# An excerpt of these results, as tab-separated lines:
SMILES	miR122 inh
CCOC(=O)CCNC(=O)CNC(=O)OCc1ccccc1	-1.5
Cc1nnc2sc(-c3cccc4ccccc34)nn12	-6.7

# Retrieved by structure from the entries so far (5):
SMILES,miR122 inh
Cc1cc(OCC(=O)O/N=C(\N)c2ccccc2)cc(C)c1Cl,-3.3
CC(C(=O)Nc1ccc2c(c1)OCO2)N(c1ccc(Cl)cc1)S(C)(=O)=O (configuration not stated),0.0
O=c1cc(N2CCN(c3ccc(F)cc3)CC2)[nH]c(=O)n1C1CCCCC1,-2.6
O=S(=O)(c1ccc2c(c1)N(Cc1ccc(Cl)cc1)C1CCCN21)N1CCOCC1 (configuration not stated),5.4
COc1ccc(NC(=O)CCN2CCCCCC2)c(OC)c1,-3.6

# (list continues)
SMILES,miR122 inh
COc1ccc(NC(=O)c2cc3c(-c4ccc(OC)c(OC)c4)nn(C)c3s2)cc1OC,-1.6
COc1cc(C(=O)ON=C2C(C)=CC(=O)C=C2C)cc(OC)c1OC,-3.7
COc1ccccc1-n1c(SCC(=O)NC(C)(C)C)nc(O)c(Cc2ccccc2)c1=O,15.6
COc1cc(C2c3c(-c4cc(Cl)c(C)cc4O)n[nH]c3C(=O)N2Cc2cccnc2)ccc1O (configuration not stated),-1.8
COc1ccc(OCc2cccc(C(=O)Nc3cc(C)on3)c2)cc1,0.5
CC(=O)CCc1c(C)c2cc(C)ccc2[nH]c1=O,2.1
CCOC(=O)CC(=O)Nc1ccc(Br)cc1C(=O)O,4.4
c1ccc(-c2noc(CSc3nnc(Cc4cccs4)n3-c3ccccc3)n2)cc1,38.9
O=C(O)CC1S/C(=N/N=C/c2ccc(-c3ccccc3[N+](=O)[O-])o2)NC1=O (configuration not stated),-6.7
O=C(NCc1ccccc1)C(c1ccc(F)cc1)N(Cc1ccc2c(c1)OCO2)C(=O)Cn1nnc(-c2cccs2)n1 (configuration not stated),-6.6
O=C(CSc1nncn1-c1ccccc1)NCc1cccs1,-4.0
COc1ccc(NS(=O)(=O)c2ccc(O)c(NC(=O)c3ccc(S(=O)(=O)N4CCCCCC4)cc3)c2)cc1,12.2
CC1CN(c2ccc(Oc3ccccc3)cc2)c2nc3c(c(=O)[nH]c(=O)n3C)n2C1 (configuration not stated),5.6
O=C(c1cc2cc(Br)cc(Br)c2oc1=O)N1CCCC1,21.0
O=C(C1CC1)N(CCc1ccccc1)Cc1nc2ccccc2c(=O)[nH]1,5.9
CCN(CC)c1nc2n(c(=O)n1)CCO2,-8.3
Cc1ccc(SCc2cc(=O)[nH]c(N3CCN(Cc4ccccc4)CC3)n2)cc1,-2.2
Cc1cccc2sc(NC(=O)CSc3nc4ccccc4o3)nc12,-6.2
O=C(CSc1ncn[nH]1)Nc1nc(-c2ccccc2)cs1,29.8
COc1ccc(CCNC(=O)C2CCCN2C(=O)NC2CCCCC2)cc1OC (configuration not stated),-9.5
CCc1[nH]c(C)c(C(C)=O)c1C,-3.8
COc1ccc(/C=N/NC(=O)c2cccc([N+](=O)[O-])c2)cc1OS(=O)(=O)c1ccccc1,2.7
CC(C)OCCCNC(=O)C1CC(=O)N(C2CCCCCCC2)C1 (configuration not stated),-3.3
CCOC(=O)c1sc(N(C)C)nc1-c1ccccc1,-3.6
O=C(Nc1nnc(CCN2CCCCC2)s1)C1CCCCC1,4.5
CCOC(=O)c1c(CNCCN(CC)CC)n(C)c2cc(Br)c(OC)cc12,-1.6
